# AID inh: blocks human AID cytidine deaminase activity. Q9GZX7. AID deamination FRET fluorescence, UDG-coupled, 4 h. Potency, µM (doses to about 115 µM), for the others: top-dose activity change, negative = inhibition, usual class: inhibitors. 91,000 compounds, 0.32% hits; also: nearly all actives have a fitted effect of over 25% in size
# Target sequence (Q9GZX7 whole entry, looked up): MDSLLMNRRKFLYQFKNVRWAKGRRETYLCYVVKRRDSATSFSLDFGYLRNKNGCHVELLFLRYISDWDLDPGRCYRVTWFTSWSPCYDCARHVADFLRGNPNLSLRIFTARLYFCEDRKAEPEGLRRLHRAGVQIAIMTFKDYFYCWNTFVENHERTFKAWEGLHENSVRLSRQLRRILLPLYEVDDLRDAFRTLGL
# UDG counterscr: UDG inhibition counter-screen; FRET deamination/UDG coupled assay, UDG read, 4 h; AID 1347430; 91,000 compounds, 0.14% hits; Potency, µM (series often up to 115 µM), for inactives: at the top dose activity change, negative = inhibition, usual class: inhibitors; also: nearly all actives have a fitted effect of over 65% in size
# Starred values were filed as active, the others as inactive; i = inactive; u = inconclusive; [ ] = remark or other dose. Calls follow the shape of the dose curve; as a rule, active = well fitted curve in the direction sought with a large enough effect; inconclusive = small, poorly fitted or top-dose-only effect, or another doubt; inactive = no such curve, though single readings can be large; an effect the other way counts as inactive or inconclusive. % is scaled to controls: 0 for no effect and ±100 for the full control effect; potency is read from the fitted curve at half-maximal effect. An excerpt (hit frequency here may not be typical).
SMILES,AID inh,UDG counterscr
Cc1ccc2c(Sc3ccc(Cl)cc3)c(C(=O)NCCC(C)C)[nH]c2c1,-20.1%,-0.7%
Cc1cc(C)cc(NS(=O)(=O)c2ccc3[nH]cc(C(=O)NC4CCCCC4)c(=O)c3c2)c1,1.0%,-15.5%[57.5 µM]
Nc1c(C(=O)NCCc2ccccc2)nnn1CC(=O)Nc1ccc(Cl)cc1,6.6%,3.2%
COc1ccc(C(=O)/C=C/c2ccc(Br)cc2)cc1CSCC(=O)O,u,-0.9%
CCOC(=O)c1ccc(NC(=O)CC2C(=O)N(c3cccc(OC)c3)C(=O)N2Cc2ccc(OC)cc2)cc1 (stereo not given),13.3%,-14.5%
Cc1c(C(=O)N2CCCCCC2)c(S(=O)(=O)NCc2ccccc2)c(C)n1C,-2.8%,8.9%
O=C(COC(=O)Cc1n[nH]c(=O)c2ccccc12)NCC1CCCO1 (stereo not given),1.7%,-1.4%
N#C/C(=C\c1cccc(OC(=O)c2ccccc2Cl)c1)C(=O)Nc1cccc(C(F)(F)F)c1,-6.3%,-3.2%
CCOc1ccccc1CNCc1c(C(=O)O)c(C)n(Cc2ccc(Cl)cc2)c1C,-3.1%,-20.2%[57.5 µM]
CCCCCCC1CCC(C(=O)Oc2ccc(OCC)cc2)CC1 (stereo not given),-1.2%,-3.3%
COc1ccc(S(=O)(=O)N(CC(=O)NCc2ccccc2OC)c2ccc(C)cc2)cc1,-18.0%,-10.6%
Cc1ccccc1NC(=O)CSc1nc2nccnc2c(=O)n1CCc1c[nH]c2ccccc12,11.1%,2.2%
CCOC(=O)c1cnc2c(OC)cccc2c1Nc1ccc(C)cc1,-9.4%,-12.1%
CCOC(=O)c1[nH]c(C)c(CCC(=O)NCc2ccccc2C)c1C,4.3%,-5.8%
CC(=O)NC(NC(C)=O)c1cccc(Oc2ccccc2)c1,3.1%,10.6%
CCOc1ccccc1NS(=O)(=O)c1ccc2c(c1)oc(=O)n2C,15.0%,-0.2%[57.5 µM]
Cc1nn(C(=O)c2c(F)cccc2F)c(C)c1S(=O)(=O)N1CCOCC1,16.4%,6.4%
Cc1nc(C)c(-c2ccc(SCC(=O)Nc3ccc(C)c(F)c3)nn2)s1,5.8%,6.2%[57.5 µM]
N#Cc1ccc(NCCCNc2ccc(C#N)cn2)nc1,8.5%,2.6%
Cc1cccc(-c2nc(Nc3ccc(O)cc3)c3ccccc3n2)c1,16.6%,3.2%
Cc1cccc(NC(=S)NC2CCCC(C)C2C)c1 (stereo not given),-9.0%,-8.2%
COc1ccc(NC(=O)CN2C(=O)C(c3ccc(C(C)(C)C)cc3)=NC2(C)C)cc1Cl,9.5%,-2.0%
CC(C)c1cc(=O)oc2cc(OCC(=O)Nc3ccc(C(N)=O)cc3)ccc12,23.7%,-6.9%
N#CCCC(=O)c1cccnc1,-0.4%,4.0%
COc1cccc(CN(C)S(=O)(=O)c2cnn(C)c2)c1OC,-0.2%,3.5%
CCC(C)NC(=O)c1ccc(N(C)C)cc1 (stereo not given),1.6%,0.3%
COCc1[nH]nc2c1C1(C(=O)Nc3ccc(F)cc31)C(C#N)=C(N)O2 (stereo not given),3.8%,7.4%
O=C(NCc1ccccc1Cl)C(=O)Nc1cccc(O)c1,-16.0%,-9.0%
COc1ccc(C(=O)NCCn2cc(SC(C)c3ccccc3)c3ccccc32)cc1OC (stereo not given),-34.6%,-22.7%
CCN(c1ccccc1)S(=O)(=O)c1ccc(OC)c(NC(=O)c2n[nH]c(=O)c3ccccc23)c1,-14.9%,0.8%
C[C@H](NC(=O)C(=O)Nc1cccc2[nH]ccc12)c1ccccc1,-9.6%,-19.5%
O=C(N/N=C/c1cccc(Oc2ccccc2)c1)c1cccs1,-14.2%,-7.5%
NCCc1cnc[nH]1,2.4%,2.2%
CCCN(Cc1ccccc1)C(=O)Cc1n[nH]c(=O)c2ccccc12,-0.5%,4.6%
COc1ccc(CN2CCN(c3ncnc4sc5c(c34)CC(C)CC5)CC2)cc1F (stereo not given),u,u
COC(=O)c1cccc(NC(=O)C2CCN(S(=O)(=O)Cc3ccccc3)CC2)c1C,-1.1%,34.1%[activator]
CCCOC(=O)C[N+](C)(C)CCOC1CC2CCC1(C)C2(C)C (stereo not given),-0.5%,1.2%
COc1ccc(-n2cc(C(=O)Nc3cc(F)ccc3F)c3ccccc3c2=O)cc1,-6.1%,-3.3%
CCOC(=O)c1c(C)n(S(=O)(=O)c2ccc(C)cc2C)c2ccc(NS(=O)(=O)c3ccc(C)cc3C)cc12,-5.3%,-18.7%
Cc1nc(-n2nc(C)c(Cc3ccccc3Cl)c2C)sc1C(=O)Nc1ccccc1F,4.3%,1.8%
CCOc1ccccc1NC(=O)Cn1c(=O)n(CCCC(=O)NCCc2ccc(C)cc2)c(=O)c2ccccc21,-20.1%,-13.9%
CCOC(=O)c1cc(-c2ccc(OC)cc2)n(CCC(=O)NCCc2ccccc2)c1C,u,-7.8%[57.5 µM]
O=C(NCc1ccc(F)cc1)C(=O)NCC(c1ccc2c(c1)OCO2)N1CCOCC1 (stereo not given),0.4%,5.2%[57.5 µM]
CCOC(=O)c1ccc(NC(=O)Nc2cc3c(cc2N2CCCCC2)n(CC)c(=O)n3CC)cc1,u,-24.1%
CCCCOC(=O)c1ccc(NC(=O)Cc2coc3ccc(C(C)C)cc23)cc1,u,-5.7%
CCOC(=O)Nc1ccc2c(CN3CCC(C(=O)OC)CC3)cc(=O)oc2c1,-4.0%,-3.5%
COc1cc(OC)c(NC(=O)Cn2c(SCc3ccccc3F)nc3cccnc32)cc1Cl,-1.8%,8.7%[57.5 µM]
O=C(CCc1ccccc1)NC1CC(=O)N(c2cccc(F)c2)C1 (stereo not given),6.3%,-4.5%
CCOC(=O)c1ccc(NC(=O)C2CCN(S(=O)(=O)c3ccc(C)cc3)CC2)cc1,14.7%,0.4%
N#CCCNC(Cc1ccccc1)C(=O)O (stereo not given),-0.1%,-2.5%
CCOc1cccc2sc(NC(=O)c3ccc(S(=O)(=O)N4CCc5ccccc54)cc3)nc12,-3.4%,-4.9%
Cc1oc2cc(OC(C)C(=O)Nc3ccc4c(c3)OCCO4)ccc2c(=O)c1-c1ccccc1 (stereo not given),-12.7%,-6.1%
Cc1nn(CC(C)C)c2sc(C(=O)N3CCN(S(=O)(=O)c4cc(F)ccc4F)CC3)cc12,-23.7%,-16.2%
O=C(NCc1ccc2c(c1)CCN2C(=O)c1ccc(Cl)cc1)c1ccco1,9.1%,u
O=C(Nc1nc2n(n1)C(c1ccc(F)cc1)C=C(c1ccc(Cl)cc1)N2)c1ccc([N+](=O)[O-])cc1 (stereo not given),-9.2%,3.1%
CCN1C(C(=O)c2ccccc2)=C(OC(=O)C(C)C)c2ccccc2S1(=O)=O,u,-25.3%
CN(C)CCNC(=O)c1ccc2c(c1)N(Cc1ccccc1)C(=O)c1ccccc1S2(=O)=O,4.1%,-1.4%
O=C(CSc1ccc(-c2ccccn2)nn1)NCCc1ccccc1,-8.6%,-1.1%
Cc1nc(CN2CCN(CCOc3ccc(Cl)cc3)CC2)no1,7.9%,6.6%
Cc1ccc2nc(NC(=O)c3nc(SCc4ccccc4F)ncc3Cl)sc2c1,13.0%,-8.3%

# Record cards, as listed above. Screens in order: AID inh, UDG counterscr
# Profile of CCOc1ccccc1NC(=O)Cn1c(=O)n(CCCC(=O)NCCc2ccc(C)cc2)c(=O)c2ccccc21 : -20.1%, -13.9%
# Profile of O=C(NCc1ccc2c(c1)CCN2C(=O)c1ccc(Cl)cc1)c1ccco1 : 9.1%, u

# (continued)
SMILES,AID inh,UDG counterscr
CC(C)c1ccc(OCC(=O)NC(Cc2c[nH]c3ccccc23)C(=O)O)cc1 (stereo not given),23.0%,4.4%
COc1ccc(C2CC(=O)Nc3c2c(C)nn3-c2nncc(-c3ccccc3)n2)c(OC)c1OC (stereo not given),63.2%[activator],-16.3%
CCOc1ccc(Nc2c(S(=O)(=O)c3ccccc3)cnc3ccc(CC)cc23)cc1,u,-8.8%
COc1ccccc1Cn1cc(C(=O)c2ccc(C)cc2)c(=O)c2cc3c(cc21)OCCO3,u,1.2%
CC(C)NC(=O)CSc1nc2ccccc2c(=O)n1Cc1ccc(C(=O)NC(C)C)cc1,17.4%,-2.1%
Cc1ccc(C(=O)N/C(=C/c2ccccc2)C(=O)NCCC(=O)O)cc1,-8.3%,-4.0%
CCc1cc(=O)oc2c(C)c(OCC(=O)c3ccc(OC)cc3)ccc12,-17.4%,2.1%
COc1ccc(CCNC(=O)CSc2nc3ccccc3nc2Cc2ccc(C)cc2)cc1OC,11.7%,-1.3%
CCOc1ccccc1CNC(=O)c1ccc(Cn2c(=O)c3cccn3c3cccnc32)cc1,3.8%,9.2%
CCN1CCN(C(c2ccc(C)cc2)c2c(O)cc(C)n(Cc3ccco3)c2=O)CC1 (stereo not given),-1.8%,24.8%
O=C(Nc1ccc(Cl)cc1)C(NS(=O)(=O)c1cccs1)c1ccccc1 (stereo not given),10.3%,2.2%
COc1ccc(-c2ocnc2C(=O)Nc2ccc(C(C)C)cc2)cc1OC,-18.2%,-17.0%
COc1ccc(CNC(=O)c2cc3cc(OC)ccc3oc2=O)cc1,-16.7%,-0.4%
CCN(CC(=O)NC)S(=O)(=O)N1CCCCC1,-1.4%,11.4%
O=c1ccc2cc(S(=O)(=O)NCc3ccc(Cl)cc3)ccc2[nH]1,-9.9%,6.3%
COC(=O)c1sc(N2C(=O)c3oc4cc(C)c(C)cc4c(=O)c3C2c2ccccc2F)nc1C (stereo not given),-4.5%,-5.0%
CC(=O)Nc1cccc(NC(=O)Cc2csc(COc3cccc(C)c3)n2)c1,1.4%,1.7%
c1ccc(CNCCN2CCCC2)cc1,-5.9%,-2.7%
Cc1cn[nH]c1,6.4%,-2.3%
CCc1ccccc1NC(=O)C1CCCN(c2ncnc3onc(C)c23)C1 (stereo not given),0.0%,0.5%
COc1ccc(SCC(=O)c2ccc(O)cc2O)cc1,1.1%,2.6%
O=C(COc1ccccc1)OCc1cc(=O)n2nc(C3CC3)sc2n1,214.5%[activator],-4.1%
CCCCCCCCCCOC(=O)Nc1ccc(C)cc1,-8.9%,-5.0%
Cc1cc(C(=O)NCC#Cc2cccc(C(F)(F)F)c2)c2ccccc2n1,-9.3%,1.8%
Oc1c(C(c2ccccc2F)N2CCCC2)sc2nc(-c3ccco3)nn12 (stereo not given),12.0%,-10.1%[57.5 µM]
COc1ccc(C(=O)Oc2c(Sc3ccc(C)cc3)c(C)nn2C(C)(C)C)c(OC)c1,-7.7%,u
CCOC(=O)NC(C)c1ccc(OC)cc1 (stereo not given),-3.6%,-0.8%
COc1ccc(NC(=O)Cn2c(=O)ccc3cc(S(=O)(=O)N4CCCC4)ccc32)cc1Cl,13.8%,1.5%
O=C(CCC(=O)c1ccc2c(c1)OCCO2)OCc1ccc(Cl)cc1Cl,-5.2%,-3.6%
O=C(COCc1cc(-c2ccc3c(c2)OCO3)on1)NCc1ccc(F)cc1,0.1%,u
N#Cc1ccc(/C=C/C(=O)c2ccsc2)cc1,-22.6%,-3.0%
CCOc1cccc2sc(NC(=O)c3ccc(S(=O)(=O)N4CCCCC4)cc3)nc12,-5.5%,-8.4%
CCCNC(=O)CCNC(=O)N1CCn2c1nc1ccccc12,1.4%,13.3%
CCCCn1c(SCC(=O)Nc2ccc(F)cc2)nc2c(sc3ccccc32)c1=O,16.3%,1.9%
CC1(C)CC(NC(=S)NCc2ccc(F)cc2)CC(C)(C)N1,-2.6%,-1.7%
CCCC(=O)NCC(c1ccc2c(c1)OCO2)N1CCN(c2ccccc2)CC1 (stereo not given),1.8%,11.1%
CCc1cccc(NC(=O)c2ncoc2-c2cccs2)c1,-15.8%,-8.4%
COc1cccc(CNC(=O)CCCn2nc(C)c3sc4ccccc4c3c2=O)c1,-6.2%,0.0%
CSc1ccc(CNC(=O)Cn2nc(N3CCN(c4ccccc4)CC3)ccc2=O)cc1,-14.6%,-5.3%[57.5 µM]
O=C(N/N=C/c1ccc(Oc2ccccc2)cc1)c1cccs1,0.1%,3.2%
CC(C)Cn1cc(C(=O)N2CCN(c3cccc(Cl)c3)CC2)c2c3ccccc3n(C)c2c1=O,u,-12.9%
CCC1CN(C(=O)N2CCC(C(=O)NCc3ccco3)CC2)c2ccccc2O1 (stereo not given),-0.6%,4.6%[57.5 µM]
COc1ccc(N2CCN(S(=O)(=O)CCNC(=O)COc3cccc(OC)c3)CC2)cc1,12.8%,3.4%
COc1ccc(C2C(=O)N(C3CCC(C)CC3)CC(=O)N2Cc2ccc(C)cc2)cc1OC (stereo not given),-20.8%,-9.8%[57.5 µM]
CCc1ccc2oc(=O)cc(CN3CCN(CC(=O)N(C)C4CCCCC4)CC3)c2c1,-1.7%,5.2%
CCCn1cc(S(=O)(=O)c2ccc(C)cc2)c(=O)c2cc(F)c(N3CCCC3)cc21,1.1%,8.1%
CN(C)c1ccc(C(CNS(=O)(=O)c2ccccc2)N2CCc3ccccc32)cc1 (stereo not given),-17.5%,0.0%
CCOc1ccc(CCNC(=O)CN2C(=O)COc3ccc(S(=O)(=O)N(CC)CC)cc32)cc1,i,-5.5%
NC(N)=NC(N)=NCc1ccncc1,-0.1%,0.6%

# Assay outcomes deposited in PubChem by National Center for Advancing Translational Sciences (NCATS).
